Assay outcomes as filed in PubChem BioAssay.
IEC-6 cytotox = cytotoxicity in IEC-6 intestinal epithelial cells, primary screen, cytotoxicity control for KLF5 inhibitor project, cell-based, luminescence; inhibition, % at 5 µM; 0.78% of 290,000 active; IEC-6 cytotoxicity, luminescence viability; in the data active = inhibition above about 22%;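 also: 0% = plate median of test compound wells and 100% = cytotoxic reference compound wells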
KLF5 inh = KLF5 expression inhibitors, primary screen, DLD-1 cells, luminescence | DLD-1 KLF5 promoter-luciferase reporter | inhibition, % at 5 µM | 0.23% of 290,000 active | AID 1700, 2009;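 active = inhibition above a per-plate limit of that plate's mean compound inhibition plus 3 SD, cut at about 60% in these data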;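 also: 0% = DMSO wells and 100% = LY294002 at 200 µM; higher means less KLF5 promoter-driven luciferase light; inactives centre near -14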
Platelet DG rel = inhibitors of platelet dense granule secretion, primary screen, cell-based, MLPCN, human platelets; human platelet-rich plasma, SFLLRN dense granule ATP release, luminescence; inhibition, %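 (compounds screened at 7.5 µM in platelet-rich plasma)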; 0.22% of 300,000 active; AID 1663, 2009;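 active = mean replicate score, as percent of positive control, at or above 50; inconclusive = mean below 50 but at least one replicate at or above 50; inactive = mean and every replicate below 50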
HSF1 activator = HSF-1 activators, primary screen, NIH3T3-HGL cells, MG132 stress, luminescence, single point; NIH3T3-HGL HSF-1 luciferase reporter, 8 h; 100% = twice DMSO control signal; activation, % at 9 µM; 1.7% of 300,000 active; AID 504408, 2011;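 active = mean replicate activation of at least 50% with a set share of replicates each reaching 50%; inconclusive = only one of those two conditions met; inactive = mean below 50% and too few replicates reaching it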;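 also: 0% = median of the neutral control wells and 100% = twice that signal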
aSyn 5UTR inh = MLPCN primary screen, SNCA 5' untranslated region; alpha-synuclein 5'UTR reporter, inhibitor activity; 0.82% of 300,000 active; AID 1813, 2009; inhibition, % (tested at 7.5 µM); in the data active = inhibition above about 60%; inconclusive = no clear call, values can overlap the other calls;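 also: H4 neuroglioblastoma cells stably carrying SNCA 5'UTR luciferase fusion; 0% = DMSO wells and 100% = positive control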
HSP90 refold inh = HSP90 inhibitors, primary screen, cell lysate, luminescence | Rabbit reticulocyte lysate, luciferase refolding luminescence, 3 h | inhibition, % at 5.6 µM | AID 1789, 2009 | Heat shock protein HSP 90 (rabbit reticulocyte lysate; luciferase refolding) | 0.91% of 290,000 active;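 active = inhibition above the screen-wide mean plus 3 SD, computed separately per campaign, cut at about 16% in these data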;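 also: 0% = DMSO wells and 100% = 60 µM geldanamycin wells; inhibitors lower the luminescence because luciferase stays unfolded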
GSK3 alpha inh = blockers of GSK3A enzyme activity – biochemical, luminescence, cell-free homogeneous, HTS, primary screen; 0.1% of 320,000 active; Glycogen synthase kinase-3 alpha (Homo sapiens), P49840; inhibition, % at 10 µM; GSK-3 alpha kinase, ADP-Glo luminescence, 60 min;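 in the data active = inhibition above about 50%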;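 also: GST-tagged GSK-3 alpha with peptide substrate and 25 µM ATP; 0% = DMSO neutral wells and 100% = GW8510 positive control wells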
Target sequence (P49840 whole entry, looked up): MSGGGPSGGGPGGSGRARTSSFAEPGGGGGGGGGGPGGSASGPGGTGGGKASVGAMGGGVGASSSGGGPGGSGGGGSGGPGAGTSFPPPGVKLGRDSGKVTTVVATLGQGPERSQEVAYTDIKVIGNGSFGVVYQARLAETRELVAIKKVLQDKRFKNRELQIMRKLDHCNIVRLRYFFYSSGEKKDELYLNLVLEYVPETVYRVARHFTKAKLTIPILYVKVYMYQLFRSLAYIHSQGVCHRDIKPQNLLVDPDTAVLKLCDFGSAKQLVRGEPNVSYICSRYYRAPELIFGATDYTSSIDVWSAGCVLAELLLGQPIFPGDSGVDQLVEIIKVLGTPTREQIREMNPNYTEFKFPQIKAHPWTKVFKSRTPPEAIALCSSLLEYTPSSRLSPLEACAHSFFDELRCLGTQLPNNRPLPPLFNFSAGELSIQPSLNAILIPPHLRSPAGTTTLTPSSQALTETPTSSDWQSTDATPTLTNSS
GSK3B inh = human GSK3beta kinase inhibitors, primary screen, biochemical, cell-free homogeneous, HTS; Glycogen synthase kinase-3 beta (Homo sapiens), P49841; GST-GSK3beta kinase, ADP-Glo luminescence, 60 min; hits give low values; activity score (negative = inhibition), % at 10 µM; 0.038% of 300,000 active; AID 2097, 2009;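 active = more than half of replicate wells score below -50%, meaning over 50% inhibition versus plate controls; inconclusive = some replicates but at most half score below -50%; inactive = no replicate scores below -50%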;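 also: 0% = median DMSO wells and -100% = median GW8510 positive control wells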
Target sequence (P49841 whole entry, looked up): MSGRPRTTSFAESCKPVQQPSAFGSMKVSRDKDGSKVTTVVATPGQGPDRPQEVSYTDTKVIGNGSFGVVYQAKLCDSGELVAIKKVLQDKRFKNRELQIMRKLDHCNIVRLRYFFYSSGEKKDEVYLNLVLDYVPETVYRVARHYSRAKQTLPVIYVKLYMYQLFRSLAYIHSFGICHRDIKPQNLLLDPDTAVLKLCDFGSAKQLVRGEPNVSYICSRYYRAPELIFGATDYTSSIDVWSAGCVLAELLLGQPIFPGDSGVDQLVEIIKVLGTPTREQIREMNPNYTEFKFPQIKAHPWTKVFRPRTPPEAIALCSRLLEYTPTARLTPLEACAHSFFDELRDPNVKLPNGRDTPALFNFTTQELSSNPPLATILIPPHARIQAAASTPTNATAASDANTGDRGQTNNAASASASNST
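Test system – GST-tagged human GSK3beta kinase, cell-free · Incubation – 60 min enzyme reaction, room temperature · Signal – ADP-Glo luminescence · Also added – peptide substrate and ATP at 25 µM · Controls – DMSO neutral wells and GW8510 at 20 µM as positive · Buffer or medium – Tris/MgCl2 kinase buffer · Measure – Luminescence-derived activity versus plate DMSO and GW8510 wells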
DYRK1A inh = rat Dyrk1A kinase inhibitors, primary screen, biochemical, single point, plate reader; AID 504441, 2011; Dual specificity tyrosine-phosphorylation-regulated kinase 1A (Rattus norvegicus), Q63470; inhibition, % at 12.5 µM; 0.43% of 310,000 active; ADP-Glo luminescence, NFATc1 peptide; in the data active = inhibition above about 50%;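 also: plate controls were vehicle with enzyme for no effect and no enzyme for full effect; many of its hits are not listed in these tables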
HSF1 inh = HSF1 inhibitors in luciferase reporter cells, primary screen, cell-based, NIH3T3, luminescence; NIH3T3-HGL HSE-luciferase, MG132-induced, luminescence 8 h; hits give low values; activity change, negative = inhibition, % at 7.5 µM (by protocol); 0.77% of 300,000 active;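 active = more than half of replicate wells show activity change below -50%, luminescence cut by over half; inconclusive = some wells, but at most half, below -50%; inactive = no replicate well below -50%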;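 also: luciferase reports HSF-1 transcriptional activity via heat shock element; 0% = median of DMSO wells and -100% = zero luminescence signal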
* marks the source's active call; other numbers are inactive results; ? = inconclusive; . = no result given. These rows are one share of the data; the hit share may differ from the screen's.

SMILES	IEC-6 cytotox	KLF5 inh	Platelet DG rel	HSF1 activator	aSyn 5UTR inh	HSP90 refold inh	GSK3 alpha inh	GSK3B inh	DYRK1A inh	HSF1 inh
CCOC(=O)c1cccc(NC(=O)CSc2nnc(-c3ccoc3C)n2CC)c1	0	-28	2	-6	1	2	0	12	3	2
O=Cc1ccc(Sc2ncccn2)o1	-6	-10	.	.	.	1	.	.	-3	.
COc1ccc(C2CC(C(F)(F)F)n3nc(C(=O)N(C)Cc4cn(C)nc4C)c(Cl)c3N2)cc1 (stereo unspecified)	-1	-14	2	-1	-17	-2	-2	3	-3	3
Cc1cc2nn(-c3ccc(Cl)cc3)nc2cc1N	0	-177	3	30	18	1	0	-1	2	13
COc1ccc(CN2[C@@H](CC(C)=O)c3ccc(/C=C/C(C)=O)cc3S2(=O)=O)cc1	.	.	3	10	4	.	4	-3	4	2
COc1cc(NC(=O)C/C(C)=N/NC(=O)C(=O)NC2CCCCC2)c(OC)cc1Cl	-10	-18	8	27	-34	2	0	1	-6	16
COc1ccc(C(=O)Oc2cc(/C=N/NS(=O)(=O)c3ccccc3)ccc2OC)cc1	3	-4	.	.	.	3	-1	-2	-4	.
CCOc1ccc(S(=O)(=O)Nc2cccc(C(=O)N(C)CC(=O)Nc3cccc(OC)c3)c2)cc1	.	.	6	8	1	.	-3	-1	-5	-3
O=C(NCC1CCCO1)c1cccc(F)c1 (stereo unspecified)	-2	-38	8	-11	-2	-8	-1	-2	8	-1
COc1ccc(CCNC(=O)CN(c2cc(OC)ccc2OC)S(=O)(=O)c2ccccc2)cc1	3	-11	.	4	15	6	0	2	-6	5
N#Cc1cccc(NC(=O)Nc2cccs2)c1	3	-4	4	33	-33	2	1	0	32	26
C=CCOC(=O)/C(=C\c1ccc(OC)cc1)NC(=O)c1ccco1	-1	-26	4	11	3	0	-3	1	7	0
NC(=O)NC(=O)C(Nc1ccc(N2CCCCC2)cc1)c1ccccc1 (stereo unspecified)	0	-80	-18	-17	-55	23*	0	0	14	-3
COC(=O)[C@@H](NC(=O)Nc1ccc(C(C)=O)cc1)C(C)C	-3	11	-2	-7	-4	1	-1	3	0	-1
O=C1N=C(N2CCOCC2)S/C1=C/c1ccc(-c2ccccc2Cl)o1	0	-20	-1	9	-15	0	0	2	4	-10
CCN(CC)C(=O)N1CCn2c(nc3ccccc32)C1	-1	-29	8	2	6	-4	-1	2	13	1
c1ccc(-c2c[n+]3c(n2-c2ccccc2)CCC3)cc1	-4	-16	-2	-8	13	1	1	0	2	-5
O=C(c1n[nH]c(=O)c2ccccc12)N1CCN(Cc2ccc3c(c2)OCO3)CC1	6	-20	-18	-2	7	6	-1	2	-5	-1
COc1cc2c(cc1NC(=O)c1ccco1)CCCC2	8	-29	14	13	-278	-2	0	0	6	16
CSc1nnc([C@@H](NC(=O)OC(C)(C)C)C(C)C)o1	-3	-10	-1	0	-2	-3	-2	0	6	3
CC(C)N1CCC(N2CCN(CCCn3cccn3)CC2CCO)CC1 (stereo unspecified)	5	12	-7	4	-7	0	0	0	1	-9
CCOC(=O)c1c(C)[nH]c(C(=O)NNC(=O)c2ccc(C(C)(C)C)cc2)c1C	3	-26	-12	26	29	-2	-1	-1	-2	0
Cc1cc(C)c2c(=O)[nH]c(SCc3ccccc3)nc2n1	-1	-41	10	3	-20	0	-2	3	1	-1
CNc1nc(N2CCc3ccccc32)ncc1F	2	-155	14	23	-109	-2	3	-4	-3	22
CCc1ccc(N2CC(C(=O)NC3CCCCC3C)CC2=O)cc1 (stereo unspecified)	8	10	-11	-13	21	3	-1	-1	0	-3

Next section:
SMILES	IEC-6 cytotox	KLF5 inh	Platelet DG rel	HSF1 activator	aSyn 5UTR inh	HSP90 refold inh	GSK3 alpha inh	GSK3B inh	DYRK1A inh	HSF1 inh
Cc1ccc2nsnc2c1NC(=O)c1cncc(Br)c1	-6	-5	2	14	-15	2	-1	4	7	17
CC(C)(C)NC(=O)C(c1ccncc1)N(C(=O)Cn1nnc(-c2ccc(F)cc2)n1)c1ccc(F)cc1 (stereo unspecified)	3	-9	9	0	-10	3	0	1	2	-8
Cc1nc(C)c(/C(O)=C/c2nc3ccc([N+](=O)[O-])cc3oc2=O)o1	-7	1	5	14	-20	-6	-1	4	.	-1
CCOC(=O)Cn1c(=O)oc2cc(S(=O)(=O)N3CCCc4ccccc43)ccc21	1	3	33	3	12	-4	-1	0	-2	2
O=C(NCc1ccccc1)c1ccc2c(=O)n3c(nc2c1)CCCCC3	6	-29	12	-2	-15	5	3	2	-3	3
COc1ccc(C(=O)C2CCCN(Cc3ccc4nonc4c3)C2)c(C)c1 (stereo unspecified)	5	6	-2	8	11	-1	2	1	3	7
COC(=O)c1ccc2[nH]c(CO)c(-c3ccccc3)c2c1	11	-86	1	-4	18	-3	1	2	13	7
CCn1cc(C(=O)NCc2ccncc2)c(=O)c2cc(F)c(N3CCN(C(=O)c4ccco4)CC3)cc21	-4	8	-25	-5	3	-2	-4	2	.	-8
COC1CCCN(Cc2cn(C)nc2-c2ccc(Oc3ccccc3)cc2)C1 (stereo unspecified)	4	16	3	7	6	2	19	2	-2	-5
Cc1c(CN2CCCC(C(=O)c3cccc(OC(C)C)c3)C2)c(=O)n(-c2ccccc2)n1C (stereo unspecified)	-2	-13	0	-5	8	3	0	0	2	1
NC(=O)c1cccn(Cc2ccc(C(F)(F)F)cc2)c1=O	3	-17	-2	-10	29	1	-2	2	-2	-3
C=CCN1C(=O)CS/C1=N\S(=O)(=O)c1ccc(Cl)cc1	-4	-32	5	38	22	-4	-1	0	1	-1
CS(=O)(=O)N(CC(=O)NC1CCCCC1)Cc1ccc(F)cc1	-2	-8	4	1	0	0	1	0	4	5
COc1ccc2sc(N(CCCN(C)C)C(=O)c3nc4ccccc4s3)nc2c1	-8	-17	-3	-20	-21	-2	1	-9	3	-13
COc1ccc(NC2CC(=O)N(c3ccccc3)C2=O)cc1 (stereo unspecified)	0	-57	-2	7	-14	-4	-2	4	-2	9
Cc1ccc(S(=O)(=O)NC(=NC2CCCCC2)c2ccc(Cl)cc2)cc1	3	-12	16	14	8	1	-2	1	-3	10
CC12CN3CC(C)(CN(C1)C3c1ccc(Cl)cc1Cl)C2=O (stereo unspecified)	2	18	-2	-2	-1	-1	-1	-1	-8	-7
O=c1oc2ccccc2c(NCc2ccc(Cl)cc2)c1[N+](=O)[O-]	9	-37	2	0	-11	-4	1	3	-3	-4
COc1ccc(NC(=O)CN2CC(C)OC(C)C2)cc1Cl (stereo unspecified)	-1	-20	-2	-6	2	6	-2	-2	-10	-2
Cc1cc(OCC(=O)OCC(=O)N(C)c2c(N)n(Cc3ccccc3)c(=O)[nH]c2=O)ccc1Cl	.	.	4	7	16	.	1	6	-9	2
COc1ccc(OC)c(NC(=O)CCN2CCN(C/C=C/c3ccccc3)CC2)c1	1	-25	5	14	-9	0	-4	-1	.	-2
Cc1ccc2c(CSc3nnc4ccccn34)cc(=O)oc2c1C	2	-27	2	32	-34	0	-2	2	0	12
CCC1=NN2C(=N)/C(=C/c3ccc(OS(=O)(=O)c4ccccc4)cc3)C(=O)N=C2S1	-3	-16	-3	2	-21	-3	1	5	2	4
Cc1cccc(COc2ccc(/C=C3/C(=O)N(C)C(=S)N3C)cc2)c1	-2	-30	-17	-9	-16	8	.	-29	6	-7
Cc1ccc(/C=N/NC(=O)c2c[nH]c3ccccc23)s1	-1	-57	-2	40	-113	0	-4	-1	3	25

Next section.
SMILES	IEC-6 cytotox	KLF5 inh	Platelet DG rel	HSF1 activator	aSyn 5UTR inh	HSP90 refold inh	GSK3 alpha inh	GSK3B inh	DYRK1A inh	HSF1 inh
COC(=O)c1cc(C(=O)Nc2ccc(S(=O)(=O)NC(C)(C)C)cc2)cc([N+](=O)[O-])c1	0	-37	-3	-15	1	4	-1	0	-8	-3
CC(=O)N1CCCc2cc(S(=O)(=O)N3CCCC(C(=O)NCc4ccc(C)cc4)C3)ccc21 (stereo unspecified)	3	-14	3	-1	15	-2	-2	-3	2	-5
CC(=O)c1ccc(C(=O)N2CCc3c([nH]c4ccccc34)C2c2cccc(C)n2)s1 (stereo unspecified)	4	-11	-1	41	15	-1	-2	-1	13	32
CCCCn1c(=O)c(CCC(=O)OCC(=O)NC(C)c2ccccc2)nc2ccccc21 (stereo unspecified)	4	-7	6	9	1	2	.	0	0	9
CCc1ccc(NC(=O)CN(N=Nc2nonc2C)c2nonc2C)cc1	7	-19	0	-5	-6	0	-3	1	1	2
COC(=O)c1[nH]c2ccc(Cl)cc2c1NC(=O)CN1CCc2cc(OC)c(OC)cc2C1	4	12	?	-5	25	1	-1	-1	9	-5
CCn1c(SCC(=O)NC(C)(C)C)nnc1-c1ccccn1	-3	3	-16	3	3	0	-2	2	0	4
C=CCn1c(SCC(=O)N2CC(=O)Nc3ccccc32)nc2scc(-c3ccccc3)c2c1=O	-8	-13	1	35	10	2	3	3	7	15
COC(=O)c1ccc(CSc2nnc(NCc3ccccc3)s2)o1	-4	-32	4	5	-11	-1	3	0	12	2
COc1ccc(OC(C)C(=O)NC2CC(C)(C)NC(C)(C)C2)cc1 (stereo unspecified)	-2	-20	5	7	-18	-3	-5	2	-2	-10
NC(=O)COC(=O)c1cc(S(=O)(=O)N2CCN(c3ccccc3)CC2)ccc1Cl	-9	-23	6	-6	-1	-1	-2	4	-3	0
Nc1nc(=S)c2ncn(C3OC(CO)C(O)C3O)c2[nH]1 (stereo unspecified)	10	-27	-3	-17	18	3	9	-5	19	-12
COc1ccc2c(c1)c(=O)oc1c(C)c(OCc3ccc(C(=O)O)cc3)ccc12	-1	-2	-1	-4	-26	-4	1	-4	3	2
COc1ccc(S(=O)(=O)Nc2cc(C)on2)cc1	0	-7	2	-3	-15	0	1	0	3	-11
COc1cc(NC(=S)Nc2ccccn2)c(OC)cc1Cl	4	-18	3	-8	-41	0	-4	-35	1	3
CC(=O)c1cccc(NC(=O)NNC(=O)c2ccc(Cl)cc2Cl)c1	-6	-3	-29	4	-16	-4	0	4	0	-10
COc1ccc(C(=O)COC(=O)CCc2nc3ccccc3[nH]c2=O)cc1Br	-2	-12	11	-14	13	1	-2	0	-4	8
CCOc1cc(/C=C2\N=C(C)OC2=O)cc(Br)c1OCC(=O)OC	0	12	-13	-5	-64	-2	-1	2	-8	-5
O=C(Nc1nnc(-c2cc(Cl)ccc2Cl)o1)c1ccco1	.	.	.	-5	-41	.	0	-28	4	-3
